# ELG1 genotox = qHTS screen for small molecules that induce genotoxicity in human embryonic kidney (HEK293T) cells expressing luciferase-tagged ELG1. Potency, µM (highest dose often 46 µM), without a hit: top-dose activity change, positive = activation, hits mostly activators. AID 504466, 2011. 1.3% of 330,000 active. HEK293T ELG1-luciferase reporter, luminescence, 16 h; note: potency is the fitted concentration of half-maximal effect; % of control where 0% means no effect; nearly all actives have a fitted effect of over 60% in size
#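 ELG1-luciferase HEK293T cells, 2,000/well; compound pinned in; 16 hr, 37 °C, 5% CO2; ONE-Glo, 30 min RT; luminescence on CCD imager.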
# B2AR arrestin = qHTS assay of beta-arrestin-biased ligands of beta2-adrenergic receptor. 0.02% of 330,000 active. beta-arrestin recruitment to beta2AR, cell-based reporter. Beta-2 adrenergic receptor (Homo sapiens), P07550. Potency, µM (highest dose often 46.1 µM), without a hit: at the top dose activation, actives largely listed as activators;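 note: potency is the fitted concentration of half-maximal effect; 0% = DMSO controls and full agonism = EC100 isoproterenol or metaproterenol; nearly all actives have a fitted effect of over 65% in size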
# Target sequence (P07550 whole entry, looked up): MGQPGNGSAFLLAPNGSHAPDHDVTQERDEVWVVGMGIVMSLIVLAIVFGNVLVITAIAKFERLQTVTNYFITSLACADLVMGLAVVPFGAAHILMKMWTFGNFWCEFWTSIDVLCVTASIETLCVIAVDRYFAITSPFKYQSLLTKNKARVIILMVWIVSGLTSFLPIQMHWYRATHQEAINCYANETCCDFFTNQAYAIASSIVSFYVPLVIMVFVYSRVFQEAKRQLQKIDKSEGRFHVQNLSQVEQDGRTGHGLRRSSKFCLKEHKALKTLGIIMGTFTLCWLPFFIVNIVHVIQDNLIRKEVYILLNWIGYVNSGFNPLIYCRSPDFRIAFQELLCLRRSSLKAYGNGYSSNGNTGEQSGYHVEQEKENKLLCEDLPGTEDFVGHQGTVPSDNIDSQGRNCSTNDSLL
# BRCA1 expr up = qHTS Assay to Identify Small Molecule Activators of BRCA1 Expression; MCF7-BRCA1-FFLuc reporter, luminescence, 48 h; response scale: scaled: vehicle 0%, 10 µM genistein 100%; 1.1% of 380,000 active; Potency, µM (series often up to 46.1 µM), without a hit: top-dose activation, hits mostly activators; AID 624202, 2012; note: potency is the fitted concentration of half-maximal effect; nearly all actives have a fitted effect of over 80% in size; some results filed as inactive show a strong effect at the top dose
#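 48 h compound treatment of MCF7-BRCA1-FFLuc cells (phenol-red free MEM, 37 °C), then 15 min with luciferase substrate and luminescence imaging.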
# Integrin act MD = qHTS for Activators of Integrin-Mediated Alleviation for Muscular Dystrophy. alpha7betagal myoblasts, beta-gal FDG fluorescence, 48 h. Potency, µM (series often up to 38.3 µM), inactives show at the top dose activation, usual class: activators. 0.064% of 350,000 active;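 note: potency is the fitted concentration of half-maximal effect; 100% = response of the positive control SU9516; nearly all actives have a fitted effect of over 60% in size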
#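 alpha7betagal+/- myoblasts (passage 13, 250/well) treated 48 h at 37C with compounds at 1:260 dilution of DMSO stock. Lysed, then beta-galactosidase activity read as FDG fluorescence (ex 480/em 540) after 30 min, with pre-read for autofluorescence.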
# USP2a block = qHTS Assay for Inhibitors of Ubiquitin-specific Protease USP2a Using CHOP2 as the Reporter; Ubiquitin carboxyl-terminal hydrolase 2 (Homo sapiens), O75604; USP2 core, Ub-CHOP2 coupled fluorogenic reporter, 485/531; Potency, µM (highest dose often 38.3 µM), for inactives: at the top dose activity change, negative = inhibition, most hits filed as inhibitors; 0.01% of 330,000 active; AID 463254, 2010;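 note: potency is the fitted concentration of half-maximal effect; plate controls were DMSO wells for no effect and full inhibition by NEM control for full effect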
# Target sequence (O75604 whole entry, looked up): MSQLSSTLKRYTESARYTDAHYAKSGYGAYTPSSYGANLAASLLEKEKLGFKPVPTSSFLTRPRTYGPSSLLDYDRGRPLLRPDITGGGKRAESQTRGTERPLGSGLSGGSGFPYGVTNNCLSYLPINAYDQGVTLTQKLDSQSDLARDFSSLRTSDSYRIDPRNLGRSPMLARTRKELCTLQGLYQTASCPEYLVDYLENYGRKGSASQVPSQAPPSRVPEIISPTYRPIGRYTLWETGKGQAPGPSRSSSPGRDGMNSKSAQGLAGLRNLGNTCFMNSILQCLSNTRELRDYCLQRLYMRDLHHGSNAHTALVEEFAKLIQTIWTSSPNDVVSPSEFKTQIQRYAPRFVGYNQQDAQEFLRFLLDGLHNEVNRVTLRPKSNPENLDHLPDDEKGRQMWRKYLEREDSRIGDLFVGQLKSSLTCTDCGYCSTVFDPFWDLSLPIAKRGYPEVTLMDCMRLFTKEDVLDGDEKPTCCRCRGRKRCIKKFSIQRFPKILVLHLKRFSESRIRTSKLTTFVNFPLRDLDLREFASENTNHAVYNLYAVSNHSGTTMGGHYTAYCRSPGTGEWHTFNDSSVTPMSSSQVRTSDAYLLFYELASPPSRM
#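 USP2 core (10nM final) preincubated 30min RT with compound in 20mM Tris-HCl pH 8.0, 2mM CaCl2, 2mM beta-mercaptoethanol, 0.05% CHAPS; 25nM Ub-CHOP2 plus 25nM reporter substrate added, fluorescence (Ex485/Em531) read after 60min.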
# p53 reactivation = qHTS assay for re-activators of p53 using a Luc reporter | 0.063% of 320,000 active | AID 504706, 2011 | Potency, µM (series often up to 92.2 µM), for inactives: at the top dose activity change, positive = activation, hits mostly activators | H1299 p53-A138V BP100-luciferase reporter, luminescence, 24 h; note: potency is the fitted concentration of half-maximal effect; % of control where 0% means no effect; nearly all actives have a fitted effect of over 45% in size
#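 H1299 (p53-null), stable ts p53-A138V + BP100-Luc; 1000 cells/well, Opti-MEM/10% FBS; cpd 4 pt, 1:5; 24 h, 37 deg C, 5% CO2; detection reagent 10 min RT; luminescence.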
# uPA surface inh = qHTS for Inhibitors of Cell Surface uPA Generation | 0.31% of 330,000 active | cell surface uPA generation assay, qHTS | Potency, µM (top dose mostly 38.3 µM), inactives show at the highest dose activity change, negative = inhibition, usual class: inhibitors | AID 540303, 2011; active = well fitted inhibition curve with a large enough effect; inconclusive = small, poorly fitted or top-dose-only effect; inactive = no such curve, though single readings can be large or run the other way; tested in mouse RAW 264.7 cells; note: potency is the fitted concentration of half-maximal effect; % is set by controls: 0 for no effect and ±100 for the full control effect; nearly all actives have a fitted effect of over 55% in size
# TRPV1 ag = HTS Assay for Compounds that Act as Agonists of the Vanilloid Receptor 1; TRPV1-expressing cells, Fluo-8 calcium influx, agonist mode; activation, % at 8.33 µM; 0.19% of 320,000 active; in the data active = activation above about 80%; inconclusive = between about 30% and that limit; note: 0% is about no effect
#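 Cells expressing TRPV1 were dye-loaded with Fluo-8 and read kinetically: 10 s baseline, 3 min after compound (agonist portion), then 2 min after EC20 capsaicin (allosteric enhancer portion). Calcium-bound dye fluorescence at 480/520 nm.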
# TSG101-PTAP inh = qHTS Assay for Iinhibitors of HIV-1 Budding by Blocking the Interaction of PTAP/TSG101 | Fluorescence polarization, FITC-PTAP peptide / Tsg101 binding | AID 493005, 2010 | Potency, µM (highest dose often 115 µM), for inactives: at the top dose activity change, negative = inhibition, actives largely listed as inhibitors | Tumor susceptibility gene 101 protein (Homo sapiens), Q99816 | 340,000 tested, under 10 active; active = well fitted inhibition curve with a large enough effect in the main read-out, with a control signal flat, not every such curve was filed as active; inconclusive = small, poorly fitted or top-dose-only effect, or effect the other way, or a change in a side signal; inactive = no such curve, though single readings can be large or run the other way; note: potency is the fitted concentration of half-maximal effect; % of control where 0% means no effect
#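 Compounds were pin-transferred onto Tsg101 binding domain (10 uM final) in HEPES pH 7.5 buffer, then FITC-PTAP peptide was added at 50 nM final. After 20 min at RT, polarization reported peptide displacement across a qHTS concentration series.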
# Eya2 phos inh = qHTS Assay for Inhibitors of the Phosphatase Activity of Eya2. Potency, µM (doses to about 76.9 µM), without a hit: top-dose activity, negative = inhibition, usual class: inhibitors. 0.006% of 330,000 active. recombinant Eya2, OMFP fluorescence dephosphorylation (OMFP is methylfluorescein phosphate). AID 488837, 2010. Protein phosphatase EYA2 (Homo sapiens), O00167; note: potency is the fitted concentration of half-maximal effect; % is set by controls: 0 for no effect and ±100 for the full control effect
#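 Eya2 protein (added as 0.2 uM solution) was preincubated with compound for 10 min at ambient temperature in 50 mM HEPES pH 7.5, 50 mM NaCl, 5 uM MgCl2, 0.05% BSA, 1 mM DTT. OMFP (added at 50 uM) then reacted 10 min; fluorescence read at 485/525 nm.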
# S-ASM inh = Inhibitors of Secretory Acid Sphingomyelinase (S-ASM): qHTS; placental ASM, HMU-PC fluorogenic substrate, 60 min; Potency, µM (doses to about 57.5 µM), for inactives: at the highest dose activity change, negative = inhibition, usual class: inhibitors; 0.006% of 340,000 active; AID 504937, 2011; note: potency is the fitted concentration of half-maximal effect
#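 Human placenta-derived ASM enzyme was preincubated with compound for 10 minutes at room temperature, then given fluorogenic substrate HMU-PC0 (9 uM final) for 60 minutes at 37 °C; a pH 10 stop preceded fluorescence reading at Ex 386/Em 447 nm.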
# * = called active by the depositor; ? = inconclusive; . = not tested or not shown; [ ] = dose if it differs, or a comment. Unless noted, calls come from the whole dose curve; as a rule, active = well fitted curve in the direction sought with a large enough effect; inconclusive = small, poorly fitted or top-dose-only effect, or another doubt; inactive = no such curve, though single readings can be large; an effect the other way counts as inactive or inconclusive. Compounds as they come, and some 2.6% of all compounds hit somewhere here.
# Order of values: ELG1 genotox | BRCA1 expr up | B2AR arrestin | p53 reactivation | USP2a block | TRPV1 ag | TSG101-PTAP inh | Integrin act MD | uPA surface inh | Eya2 phos inh | S-ASM inh
CSCCNC(=O)c1ccc(OC2CCN(S(=O)(=O)N(C)C)CC2)cc1
  -8% | 11% | -0.7% | . | 1% | 2 | -4% | -7% | 9% | 2% | 1%
CCN(CC(=O)Nc1ccc(OC)cc1)C(=O)CSCc1ccc(C)cc1
  -7% | -3% | -0.9% | -3% | 0% | 12 | 0% | -20% | -5% | -6% | -5%
CCOC(=O)c1cnn(-c2nc(SC)nc3sc4c(c23)CCC4)c1N
  6% | -25% | -0.3% | 4% | 0% | -4 | 0% | 29% | 2% | 6% | 0%
CSc1ccc(C(=O)C2CCCN(C(=O)CCn3cncn3)C2)cc1 (centres undefined)
  -7% | -3% | 5.0% | 6% | -1% | -7 | . | -27% | 0% | -17% | -1%
CSc1nc(N)n2nc(-c3ccc(Cl)cc3)cc2n1
  ? | ? | -0.6% | 13% | 0% | 4 | 0% | 31% | -9% | 4% | -3%
CCn1c(SCC(=O)Nc2ccccc2F)nnc1-c1cnccn1
  2% | -3% | 0.1% | -5% | -1% | -1 | -3% | -13% | 5% | -15% | 0%
COC(=O)COc1ccc(S(=O)(=O)N2CCOCC2)cc1C
  0% | -15% | -0.4% | -3% | -1% | 1 | -8% | 18% | . | 1% | 2%
Cc1cc(=O)[nH]c2c(C)cc(S(=O)(=O)N3CCOCC3)cc12
  . | -8% | . | . | . | . | -1% | 44% | 12% | . | 4%
O=C(/C=C/c1cn(-c2ccccc2)nc1-c1ccc2c(c1)OCCO2)NCCO
  -12% | -10% | -0.3% | -4% | 0% | ? | 0% | 19% | 3% | -2% | 0%
Clc1ccccc1Cn1nnc(-c2ccccc2)n1
  ? | ? | -0.2% | ? | -1% | 1 | -3% | -3% | 3% | -8% | 6%
Cc1nn(CC(=O)NC2(C#N)CCCCC2)c(C)c1[N+](=O)[O-]
  -2% | -10% | 0.7% | 8% | 1% | 16 | -1% | 23% | -2% | 13% | 3%
COc1cc(NC(=O)CCNS(=O)(=O)c2ccc3c(c2)CCC(=O)N3)cc(OC)c1
  2% | -6% | -0.2% | -6% | 4% | -3 | -1% | -7% | 1% | -15% | -1%
Cc1cccc(NCc2ccccc2O)n1
  0% | 32% | -0.5% | 19% | -7% | -1 | 2% | 39% | -6% | 10% | 11%
O=C(CNc1ccc2ccccc2c1)N/N=C/C=C/c1cccc([N+](=O)[O-])c1
  ? | -53% | -1.8% | 5% | -8% | 1 | -2% | -54%[inhibitor] | 3% | 7% | -3%
Cc1c(-n2c(SCC(=O)O)nnc2-c2ccccc2Br)c(=O)n(-c2ccccc2)n1C
  3% | 6% | -1.2% | 4% | 9% | 1 | -2% | 19% | 0% | 7% | 4%
COc1ccc(OC)c(NC(=O)CN2C(=O)NC3(CCCc4ccccc43)C2=O)c1 (centres undefined)
  0% | 5% | 0.2% | 0% | 4% | -1 | -7% | 28% | 21% | 16% | 0%
O=C(Nc1nccs1)c1cccc(N2C(=O)C3C4C=CC(C4)C3C2=O)c1 (centres undefined)
  -5% | -19% | -3.6% | 4% | 3% | -1 | -1% | 8% | 0% | -2% | -1%
CC(=O)Nc1ccc(S(=O)(=O)N2C(=O)c3cccc4cccc2c34)cc1
  -6% | . | -0.5% | 1% | -10% | 17 | . | . | . | 15% | .
Cc1ccc(C)c(NC(=S)N/N=C/C(C)c2ccccc2)c1 (centres undefined)
  -5% | -9% | -0.3% | -4% | -1% | 3 | -2% | 13% | 0% | 2% | 1%
Cc1occc1-c1nnc(SCCNCCO)o1
  5% | -2% | 0.2% | 2% | 3% | 2 | -2% | 11% | 9% | 6% | 0%
CCN(CC(=O)Nc1c(F)cccc1F)C(=O)c1cn2ccccc2n1
  4% | 7% | -0.4% | -5% | -1% | -2 | 1% | -2% | 5% | 1% | 4%
COc1ccccc1NC(=O)c1ccc2c(c1)N(CC(=O)NC(C)C)C(=O)C(C)(C)O2
  -6% | -3% | -0.1% | 6% | 2% | 9 | 0% | -61%[inhibitor] | 0% | -7% | 3%
O=C(NCc1ccccc1)C1(C(F)(F)F)C/C(=C\CCO)CCCO1 (centres undefined)
  . | 10% | . | . | . | . | -1% | 12% | -1% | . | 4%
CCOc1ccc(-c2nc(N)ncc2-c2ccccc2)c(O)c1
  3% | -46% | -0.8% | -15% | -8% | 4 | -1% | 13% | 3% | -8% | -4%
CCn1c(COc2ccccc2)nnc1SCC(=O)CC(=O)Nc1ccccc1OC
  -1% | -35% | 0.3% | -2% | ? | -3 | 0% | 0%[7.66 µM] | 1% | -1% | -3%
Cc1ccc(-n2c(N)c(C#N)c(-c3ccccc3)c(C#N)c2=O)cc1
  2% | -21% | 0.3% | 0% | 3% | 1 | 2% | 13% | -2% | 8% | 16%
CC(=O)N1CCc2c(sc(NC(=O)CS(=O)(=O)c3ccc(F)cc3)c2C#N)C1
  9% | -29% | 0.1% | -3% | 6% | -1 | 1% | -4% | -9% | -30% | 1%
CCOc1ccc(S(=O)(=O)NCc2ccncc2)cc1NC(=O)c1ccccc1F
  13% | -24% | 0.0% | 2% | 2% | 11 | 1% | 0% | -5% | 7% | 1%
O=C(CC1OC(=O)c2ccccc21)c1ccco1 (centres undefined)
  -5% | -25% | 0.0% | 17% | 3% | 8 | -6% | -38% | -2% | -3%[15.4 µM] | 2%
Cc1ccc(-c2[nH]c(=S)[nH]c(=O)c2C#N)cc1
  -1% | -9% | 0.1% | 7% | 0% | 0 | -8% | 20% | -18% | -4% | 7%
CSc1cccc(NC(=O)C2CCN(S(=O)(=O)c3ccc(F)cc3)CC2)c1
  . | -14% | . | . | . | 2 | 0% | -27% | 4% | . | -1%
COCCNC(=O)C(c1ccc(C)cc1)N(C(=O)CCC(=O)Nc1ccccn1)c1cccc(C)c1 (centres undefined)
  3% | -4% | 0.1% | -2% | -1% | -2 | 1% | 13% | 2% | -10% | 3%
CCN(CC)CCn1c(N)c(S(=O)(=O)c2ccccc2)c2nc3ccccc3nc21
  0% | 2% | 0.0% | 1% | -1% | -3 | 0% | -44% | 5% | -5% | .
O=C(NC(NC(=S)Nc1c(Cl)cccc1Cl)C(Cl)(Cl)Cl)c1cccc([N+](=O)[O-])c1 (centres undefined)
  -15% | -94% | -0.2% | -5% | -6% | -3 | 1% | -66%[inhibitor] | -5% | 2% | -8%
Cc1ccc(OCC(=O)Nc2ccccc2Sc2ccccc2)c([N+](=O)[O-])n1
  0% | -12% | 0.2% | -1% | -2% | 25 | 0% | 8% | 2% | -1% | -7%
O=C(NCc1nc2ccccc2[nH]1)C1=C[C@H](c2ccc3c(c2)OCO3)C[C@H](OCc2ccc(CO)cc2)O1
  -6% | -5% | -0.2% | -2% | -1% | -4 | -7% | 5% | 4% | 13% | -8%
O=C(NCCS(=O)(=O)NC1CCCCC1)c1ccccc1
  -1% | -11% | -0.1% | 5% | 0% | 3 | 2% | 22% | 5% | 6% | -2%
Cc1ccccc1SC1CCN(Cc2nc(C3CC3)no2)CC1
  0% | 15% | -0.6% | 4% | 0% | ? | 1% | 3% | 4% | 4% | 5%
CC(=O)NC12CC3CC(C1)CC(C(=O)N1CCN(S(=O)(=O)c4cccc(C(F)(F)F)c4)CC1)(C3)C2
  1% | -2% | -0.2% | 0% | -1% | 4 | -2% | 20% | ? | -3% | .
COc1ccc(NC(C)C(=O)Nc2ccc(C(C)(C)C)cc2)cc1Cl (centres undefined)
  6% | -55% | 0.2% | 2% | 0% | ? | -4% | -46%[inhibitor] | 2% | 0% | -11%
COc1ccc(C(=O)C2CCN(CC(=O)Nc3ccc(OC)cc3OC)CC2)cc1
  -12% | -9% | -0.1% | -6% | -5% | 16 | -7% | 11% | 11% | -3% | 2%
CC(=O)COc1nc2c(c(-c3ccco3)c1C#N)CCc1ccccc1-2
  -5% | -41% | 2.4% | 5% | -1% | 20 | 0% | 23% | -1% | 4% | 366%[activator]

# Source: PubChem
